PABP1 MLLE inh – blocks PAM2 peptide binding to the PABP1 MLLE domain; 0.36% of 360,000 active; inhibition, % at 20 µM; P11940; GST-MLLE / FITC-PAM2 fluorescence polarization; in the data active means inhibition above about 35%, passing the limit was not always enough;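 further: plate controls were DMSO wells with GST-MLLE for no effect and wells lacking GST-MLLE protein for full effect; some results filed as inactive read as strong as hits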
NadD block – blocks S. aureus nicotinate mononucleotide adenylyltransferase; purified NadD enzyme, colorimetric absorbance read-out; 0.78% of 360,000 active; AID 602399; inhibition, % at 20 µM; in the data active means inhibition above about 26%; further: some compounds past the cut are filed as inactive
SUMO1-SIM PPI – SUMO1-SIM interaction modulation; inhibition, % at 20 µM; P63165; SUMO1 binding to a labelled peptide, TR-FRET, 1 h; 0.33% of 360,000 active; in the data active means inhibition above about 37%
Target sequence (P63165 whole entry, looked up): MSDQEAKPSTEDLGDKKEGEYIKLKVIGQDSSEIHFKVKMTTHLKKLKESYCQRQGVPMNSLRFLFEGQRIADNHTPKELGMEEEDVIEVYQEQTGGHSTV
Rpn11 block – Rpn11 (human) deubiquitinase inhibition; AID 588493; human 26S proteasome, Ub4-pepOG fluorescence polarization; 20S core pre-blocked with epoxomicin; calls only at 20 µM; 0.59% of 360,000 active; O00487;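 active means inhibition at 20 µM, scaled to each plate's controls, above about 33%, limit read from the data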
Target sequence (O00487 whole entry, looked up): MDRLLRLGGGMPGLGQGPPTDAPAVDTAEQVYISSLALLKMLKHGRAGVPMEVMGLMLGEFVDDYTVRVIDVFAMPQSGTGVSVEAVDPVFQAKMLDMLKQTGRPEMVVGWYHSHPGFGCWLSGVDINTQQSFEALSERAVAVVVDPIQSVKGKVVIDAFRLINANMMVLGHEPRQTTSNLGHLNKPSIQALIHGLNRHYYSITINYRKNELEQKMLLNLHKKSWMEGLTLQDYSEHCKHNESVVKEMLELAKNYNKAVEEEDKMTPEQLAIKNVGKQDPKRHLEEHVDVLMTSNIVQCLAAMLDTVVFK
STEP inh – inhibitors of human striatal-enriched phosphatase STEP; P54829; recombinant STEP, OMFP fluorogenic substrate, fluorescence; 0.25% of 360,000 active; AID 588621; inhibition, % at 20 µM;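 active means inhibition at 20 µM, scaled per plate between control wells, above about 37%, limit read from the data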;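 further: 0% = DMSO with enzyme and substrate and 100% = substrate only without enzyme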
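Test system: STEP tyrosine phosphatase / Reagent: OMFP at 25 µM / Doses: 20 µM, 1% DMSO / Read-out: percent inhibition scaled to no-enzyme and uninhibited-enzyme controls, plate-pattern corrected / Detection: FITC-channel fluorescence of OMFP product / Medium: Bis-Tris buffer pH 6.0, 2.5 mM DTT, 0.005% Tween 20 / Schedule: 20 min at room temperature, dark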
LMPTP block – blocks human LMPTP phosphatase | P24666 | 0.22% of 360,000 active | inhibition, % at 20 µM | recombinant LMPTP-A, OMFP fluorogenic substrate, fluorescence intensity;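 active means compounds that cut the enzyme signal by at least half of the control window in the single-dose screen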;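 further: plate controls were DMSO wells with enzyme plus substrate for no effect and substrate without enzyme for full effect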
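Test system: LMPTP-A phosphatase enzyme. Amount: LMPTP-A at 0.625 nM final in the reaction. Reagent: OMFP substrate, 400 µM final. Times: 50 min at room temperature. Signal: endpoint fluorescence intensity from OMFP dephosphorylation. Read-out basis: % inhibition. Benchmarks: no-enzyme and uninhibited controls.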
Scp1 inh – inhibitors of human Scp-1 phosphatase; 0.88% of 340,000 active; inhibition, % at 20 µM; Q9GZU7; Recombinant Scp1, phosphopeptide, malachite green phosphate absorbance;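 active means inhibition above about 50% at 20 µM, limit read from the data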;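 further: plate controls were DMSO wells with enzyme for no effect and wells lacking enzyme for full effect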
Target sequence (Q9GZU7 76-261 limits assumed): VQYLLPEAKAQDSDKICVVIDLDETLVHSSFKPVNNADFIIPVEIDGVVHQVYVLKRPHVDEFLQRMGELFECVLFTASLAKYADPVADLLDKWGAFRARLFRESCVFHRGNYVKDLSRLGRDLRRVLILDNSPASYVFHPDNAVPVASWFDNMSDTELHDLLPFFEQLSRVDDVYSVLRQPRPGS
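Times: enzyme reaction 45 min at room temperature, colour 5 min, stabilisation 30 min. Material: SCP-1 catalytic fragment, aa 76-261. Medium: Acidic Tris acetate buffer with magnesium and detergent. Signal: colorimetric free-phosphate detection, absorbance 630 nm. Read-out basis: % inhibition of SCP-1 phosphate liberation. Reagent: Phosphorylated 17-residue peptide substrate.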
DNMT1 inh – DNMT1 (human) enzyme inhibition. P26358. DNMT1 molecular beacon, Hinp1I cleavage, fluorescence. inhibition (reported as % activation of signal), % at 10 µM. 0.83% of 360,000 active; in the data active means inhibition above about 50%
Tb MetRS inh – Trypanosoma brucei MetRS inhibition | purified T. brucei MetRS, ATP depletion, Kinase-Glo luminescence | inhibition, % at 11.9 µM | AID 624268 | 0.4% of 360,000 active;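 active means inhibition above a per-plate cutoff of the control wells' mean inhibition plus 3 SD, cut at about 5.5% in these data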;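 further: 0% = DMSO wells median and 100% = median of wells with control inhibitor compound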
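System: purified T. brucei MetRS enzyme / Detection: Kinase-Glo luciferase luminescence reporting remaining unconsumed ATP / Medium: HEPES buffer with MgCl2, KCl, DTT, spermine, BSA, pyrophosphatase / Replication: singlicate, one well per compound / Evaluation: percent inhibition relative to median high and low control wells / Schedule: 2 h aminoacylation at 25 °C after 15 min preincubation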
CSN deneddyl inh – blocks human CSN-mediated cullin deneddylation | 0.38% of 360,000 active | Purified CSN, SCF-Nedd8-OG deneddylation, fluorescence polarization | Q92905 | AID 651999 | inhibition, % at 12.5 µM;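 active means pattern-corrected inhibition above about 35%, with an unprinted fluorescence ratio check between 0.5 and 1.5, limit read from the data, passing the limit was not always enough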;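 further: 0% = enzyme with substrate and 100% = substrate without enzyme; some results filed as inactive read as strong as hits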
Target sequence (Q92905 whole entry, looked up, one chain of several): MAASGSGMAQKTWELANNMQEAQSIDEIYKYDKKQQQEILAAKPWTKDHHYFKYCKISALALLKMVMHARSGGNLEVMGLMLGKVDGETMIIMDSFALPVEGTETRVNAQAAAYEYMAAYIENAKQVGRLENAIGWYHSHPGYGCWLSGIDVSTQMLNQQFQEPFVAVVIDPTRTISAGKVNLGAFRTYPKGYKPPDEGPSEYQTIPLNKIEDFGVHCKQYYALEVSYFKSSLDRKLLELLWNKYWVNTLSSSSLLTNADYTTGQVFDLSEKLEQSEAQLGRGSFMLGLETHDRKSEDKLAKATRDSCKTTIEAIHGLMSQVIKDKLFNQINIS
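Material: purified human Csn5 enzyme expressed in HEK293T cells / Medium: Tris buffer pH 7.5, NaCl, DTT, Tween-20, trehalose, ovalbumin / Compound dosing: 12.5 µM single point / Schedule: 90 min incubation of compound, enzyme and substrate at room temperature / Signal: fluorescence polarization of the substrate / Control set: no-enzyme wells high, enzyme-with-substrate wells low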
* marks the source's active call; other numbers are inactive results; i = inactive; x = no result given; + = active, no number.

SMILES	PABP1 MLLE inh	NadD block	SUMO1-SIM PPI	Rpn11 block	STEP inh	LMPTP block	Scp1 inh	DNMT1 inh	Tb MetRS inh	CSN deneddyl inh
O=c1c2ccccc2ncn1Cc1ccc(Cl)cc1	-7	3	-2	i	-4	-1.6	9	-1	0.6	-4
COc1cc(S(=O)(=O)n2nnc3ccccc32)c(OC)cc1Cl	-37	9	-1	i	-1	-0.3	-9	5	-0.1	2
O=C(/C=C/Nc1ccccc1)C(F)(F)F	12	-10	-6	i	-4	-2.8	11	-1	-0.8	-3
CC(C)Oc1ccc(CNC(=O)c2ccc3nc(N4CCOCC4)sc3c2)cc1	17	6	2	i	2	1.2	-9	0	-0.2	3
CC(C)OC1=CC(=O)OC(c2cccc(Cl)c2)C1 (stereo not drawn)	x	x	1	x	x	-0.6	x	x	0.0	-2
O=C1c2ccccc2-c2c1cccc2C(=O)N1CCCCC1	1	5	-20	i	1	-0.1	6	0	-0.1	-3
O=c1[nH]c(SCc2nc3c(cnn3-c3ccccc3)c(=O)[nH]2)nc2ccccc12	-35	19	9	i	0	0.5	-5	-2	-0.7	8
CC(=O)N1CC(C)Sc2ccc(S(=O)(=O)NCCc3cccc(C)c3)cc21 (stereo not drawn)	6	-4	3	i	0	0.5	-5	-4	-0.2	1
O=C(Nc1cccc2c1CCCC2)c1ccc(F)cc1	-15	-7	-1	i	-2	-0.1	-7	2	1.9	2
Cc1ccc2c(c1)CO[C@]21O[C@H](CCO)C[C@H](O)[C@H]1O	0	-1	1	i	-1	-1.9	x	-2	-2.4	6
Cc1cc2c(cc1C)N(Cc1ccc(Cl)cc1)C1=NCCCN12	8	-10	-1	i	-3	1.5	3	-1	-0.4	2
CCOC(=O)c1nc2cc3n(c(CC(C)C)c-2c1C)CC(C)=C3C	-34	4	-8	+	-1	2.1	-1	-4	-0.3	9
CN(CC(=O)Nc1c(Cl)cccc1Cl)C(=O)c1ccc2nc[nH]c2c1	-5	1	14	i	0	0.8	26	1	-0.1	1
CCCCCc1c(-c2ccccc2OC)ncn1CCc1ccccc1OC	x	2	6	x	x	2.2	x	x	-0.7	-3
O=C(Nc1cccc(S(=O)(=O)N2CCOCC2)c1)C1CCCCN1S(=O)(=O)c1ccccc1 (stereo not drawn)	3	-9	1	i	3	0.2	-8	-4	-0.3	5
O=C(O)CCC1C(=O)NC(=O)CC1c1ccccc1 (stereo not drawn)	-6	0	6	i	2	-1.1	x	4	0.1	3
CC1CCCC(C)N1C(=O)COC(=O)/C=C/c1ccco1 (stereo not drawn)	14	3	-16	i	2	-0.3	20	25	0.3	-1
O=C(CN1C(=O)COc2ccc(Cl)cc21)Nc1ccc(N2CCOCC2)cc1	-12	0	-1	i	2	-0.3	-2	-2	-0.1	0
O=C(Nc1ccc(N2CCCC2)c(Cl)c1)c1cccc(-c2cc3ccccc3oc2=O)c1	6	22	0	i	-3	1.9	-2	-1	-0.6	-1
COc1cc(C=C2CCCC(=Cc3ccc(OCC4CO4)c(OC)c3)C2=O)ccc1OCC1CO1 (stereo not drawn)	-67	-9	15	+	-1	1.4	x	-20	-0.2	14
O=C(CN1CCN(S(=O)(=O)N2CCCCCC2)CC1)Nc1ccc(Br)cc1	6	-7	4	i	2	0.9	-10	1	-0.2	-1
Cc1c(C(Nc2ccccn2)c2ccccc2)c(=O)n(-c2ccccc2)n1C (stereo not drawn)	-3	1	-1	i	-3	-1.0	-6	3	-1.4	1
CCOc1ccc(NC(=O)CN(C)C(=O)c2c(C)nn(-c3ccccc3)c2Cl)cc1OCC	-8	3	9	i	0	-0.7	-3	3	-0.1	-8
Cc1cc(C(=O)COC(=O)Cc2ccc(Cl)cc2)c(C)n1C	8	0	4	i	1	2.2	11	-4	0.2	-1
Cn1c2ccccc2c2c(C(=O)O)cn(C3CCCC3)c(=O)c21	-7	4	0	i	4	0.5	-16	1	1.4	12
Cc1cc(C(=O)Nc2ccc(C#N)cc2)on1	4	-3	6	i	-2	0.0	-10	1	-0.8	-1
CSc1nc(C)cc(Oc2ccc(=O)n(C)n2)n1	13	3	-1	i	-6	-1.6	-2	6	-1.0	-1
COc1cccc(-c2ccc(SCC(=O)NC3CCCC3)nn2)c1	0	-2	8	i	1	0.5	-5	0	-0.4	1
COc1ccc(C(=O)N2CCN(c3ccccc3OC)CC2)cc1	0	1	-6	i	-1	-1.7	-1	6	-0.8	-3
Cc1cc(NC(=NC2CC2)c2ccccc2)n(-c2ccccc2)n1	-10	5	3	i	-5	-0.7	1	2	0.0	10
COc1ccc(Br)cc1CNCC1CCCO1 (stereo not drawn)	-5	-3	3	i	-3	-0.3	-4	2	-0.3	1
CCOc1ccc(C(=S)N2CCN(C)CC2)cc1	33	-1	0	i	81*	-0.8	-7	-2	-0.3	2
OC(COCC(F)(F)C(F)(F)C(F)(F)C(F)F)Cn1c2ccc(Cl)cc2c2cc(Cl)ccc21 (stereo not drawn)	-4	-7	-2	i	-3	6.2	-10	-7	-0.3	-15
O=C(NCc1cccnc1)c1ccc(Br)s1	-1	-7	-3	i	-1	-0.6	-5	1	0.3	0
O=C(CN1CCN(CC(=O)Nc2ccccc2F)CC1)Nc1cccc(F)c1	-3	-3	-3	i	0	1.4	-12	8	-1.4	3
CC(C)(C)NC(=O)C(c1ccco1)N(C(=O)c1ccc(CN2CCOCC2)o1)c1ccccc1 (stereo not drawn)	-7	-2	2	i	-1	-1.1	-8	4	-0.8	-5
Cc1scc(C(=O)N/N=C/c2ccc(OCC(C)C)cc2)c1C	-10	-2	-3	i	-1	-0.3	-5	-6	0.2	1
CCCCCn1c2c(c(=N)c3ccccc31)CCC2	-107	15	5	i	2	2.5	11	-3	0.0	1
CCO[C@@H]1OC(C(=O)N2CCN(Cc3ccccc3)CC2)=C[C@H](c2ccc(C(F)(F)F)cc2)[C@H]1CCCO	-2	0	-3	i	-1	1.7	-2	9	-0.6	4
COc1ccc(C(=O)NCC(c2ccco2)N2CCc3ccccc3C2)cc1 (stereo not drawn)	14	-4	-2	i	-2	0.7	-2	1	-0.1	4
O=S(=O)(c1cccc(-c2n[nH]c(=S)n2-c2cccc(C(F)(F)F)c2)c1)N1CCOCC1	-25	-1	7	i	0	-1.0	0	4	-0.4	2
COc1c(C)cccc1C(=O)Nc1ccc(CN2CCCCC2)cc1	8	-3	-14	i	3	0.0	-4	3	-0.1	1
COc1ccc(NC(=O)CC2C(=O)N(c3ccc(Cl)cc3)C(=S)N2CCc2ccccn2)cc1 (stereo not drawn)	15	4	-1	i	1	2.0	1	-21	2.0	-1
Cn1ccnc1SCC(=O)NCC(=O)Nc1ccc(F)c(F)c1F	-1	8	-1	i	2	-1.5	-2	1	-0.7	6
COc1ccc(O)c(/C=N/NC(=O)c2cc(=O)[nH]c3ccccc23)c1	-10	-7	-16	i	0	-0.9	-24	0	-0.5	-1
CCOC(=O)c1c(C)n(C)c2ccc(OC)c(NS(=O)(=O)c3ccc(Cl)s3)c12	-1	-5	3	i	3	1.5	-17	-2	0.2	-1
CCOc1ccc(N2C(=O)/C(=C\c3ccc(O)c(OC)c3)S(=O)(=O)C2c2cccc([N+](=O)[O-])c2)cc1 (stereo not drawn)	-82	43*	-31	+	-2	2.8	-31	-5	-0.5	18
S=c1[nH]nc(C2CCCCC2)n1/N=C/C(Cl)=C\c1ccccc1	-109	0	-6	i	0	1.5	-1	7	-0.5	-5
Cc1ccccc1Cn1c(NC2CCCC2)nc2c1c(=O)[nH]c(=O)n2C	-3	-5	2	i	1	-1.5	-4	-2	-0.5	-4
Cc1nn(-c2ccccc2)c(N)c1C(c1ccc(C(C)C)cc1)c1c(C)nn(-c2ccccc2)c1N	8	-1	-1	i	-1	0.3	1	-2	-0.7	-1
Clc1nssc1=Nc1ccc(Br)cc1	9	15	-12	i	7	50*	-1	-3	-0.2	-7
CCn1c2ccccc2c2cc(N=C3SC(CC(=O)Nc4ccccc4)C(=O)N3C)ccc21 (stereo not drawn)	-9	31*	0	i	2	5.1	-4	0	0.1	-5

Compounds from the list above with fluorine:
SMILES	PABP1 MLLE inh	NadD block	SUMO1-SIM PPI	Rpn11 block	STEP inh	LMPTP block	Scp1 inh	DNMT1 inh	Tb MetRS inh	CSN deneddyl inh
O=C(/C=C/Nc1ccccc1)C(F)(F)F	12	-10	-6	i	-4	-2.8	11	-1	-0.8	-3
O=C(Nc1cccc2c1CCCC2)c1ccc(F)cc1	-15	-7	-1	i	-2	-0.1	-7	2	1.9	2
OC(COCC(F)(F)C(F)(F)C(F)(F)C(F)F)Cn1c2ccc(Cl)cc2c2cc(Cl)ccc21 (stereo not drawn)	-4	-7	-2	i	-3	6.2	-10	-7	-0.3	-15
O=C(CN1CCN(CC(=O)Nc2ccccc2F)CC1)Nc1cccc(F)c1	-3	-3	-3	i	0	1.4	-12	8	-1.4	3
CCO[C@@H]1OC(C(=O)N2CCN(Cc3ccccc3)CC2)=C[C@H](c2ccc(C(F)(F)F)cc2)[C@H]1CCCO	-2	0	-3	i	-1	1.7	-2	9	-0.6	4
O=S(=O)(c1cccc(-c2n[nH]c(=S)n2-c2cccc(C(F)(F)F)c2)c1)N1CCOCC1	-25	-1	7	i	0	-1.0	0	4	-0.4	2
Cn1ccnc1SCC(=O)NCC(=O)Nc1ccc(F)c(F)c1F	-1	8	-1	i	2	-1.5	-2	1	-0.7	6

Screening results: PubChem BioAssay, several laboratories

No enrichment for hits; overall some 3.6% were active at least once.
